SENP8 inh: SENP8 (human) protease inhibition; 0.64% of 360,000 active; Q96LD8; inhibition, % at 20 µM; recombinant SENP8, Nedd8 substrate fluorescence; AID 602440; in the data active means inhibition mostly above about 40%, no sharp cut-off; inactive means mostly below about 27%
Target sequence (Q96LD8 whole entry, looked up): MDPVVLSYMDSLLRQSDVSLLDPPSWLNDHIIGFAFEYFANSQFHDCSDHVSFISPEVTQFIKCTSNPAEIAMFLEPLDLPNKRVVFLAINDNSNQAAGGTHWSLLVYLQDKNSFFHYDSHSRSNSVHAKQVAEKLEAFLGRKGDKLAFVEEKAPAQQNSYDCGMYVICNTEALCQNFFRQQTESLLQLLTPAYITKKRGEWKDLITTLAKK
SENP1 FRET inh: inhibitors of human SENP1 SUMO protease catalytic domain; Q9P0U3; recombinant SENP1 catalytic domain, CyPet-SUMO1-YPet FRET cleavage; inhibition, % at 10 µM; 0.21% of 360,000 active; AID 624204;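 active means inhibition at least 30% at 10 µM, raw YFP signal under a set limit, fluorescence ratio 0.5 to 1.5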;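 further: 0% = enzyme with DMSO and 100% = no enzyme wells; some results filed as inactive read as strong as hits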
Target sequence (Q9P0U3 419-644 limits assumed): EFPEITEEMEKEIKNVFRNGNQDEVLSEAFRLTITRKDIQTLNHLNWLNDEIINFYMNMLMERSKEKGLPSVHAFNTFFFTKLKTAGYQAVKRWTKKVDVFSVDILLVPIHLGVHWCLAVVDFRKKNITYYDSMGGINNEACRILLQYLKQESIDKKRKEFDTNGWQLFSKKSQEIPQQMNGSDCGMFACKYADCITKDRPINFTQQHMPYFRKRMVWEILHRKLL
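Assay system – human recombinant His6-tagged SENP1 catalytic domain enzyme · Input – SENP1 enzyme, 20 pM final · Buffer or medium – Tris pH 8 buffer plus EDTA, NaCl, BME, BSA, NP40, catalase · Schedule – 50 min reaction at room temperature · Technique – FRET read of cyan and yellow fluorescence · Control set – no-enzyme wells low, DMSO-plus-enzyme wells high control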
Starred values were filed as active, the others as inactive; i = inactive. Not all compounds are listed; the hit share may differ from the screen's.

SMILES | SENP8 inh | SENP1 FRET inh
CCCCCc1c(-c2ccccc2)ncn1CCc1ccccc1OC | 13 | 4
CCc1nc2ccc(C(=O)NCCCn3ccnc3)cn2c1N(C)Cc1cccs1 | -6 | -2
NC(Cc1ccccc1)c1csc(Nc2ccc(C(=O)NCCCO)cn2)n1 (stereo not drawn) | -298 | -6
COC(=O)C[C@@H]1CC[C@H](NS(=O)(=O)c2cccc(F)c2)[C@@H](CO)O1 | 14 | 1
CCCCNC(=O)C(NC(=O)Cc1cc(C(F)(F)F)cc(C(F)(F)F)c1)C(=O)c1ccccc1 (stereo not drawn) | -10 | -13
O=C(Nc1ccc(OCCO)cc1)c1csc([C@@H]2C[C@H](O)[C@@H](CO)O2)n1 | 16 | 3
CC(C)NC(=O)c1ccc2sc([C@H]3C[C@H](O)[C@@H](CO)O3)nc2c1 | 4 | -1
CSc1ccccc1NC(=O)C1(C)CCN1C(=O)Cc1ccccc1Cl (stereo not drawn) | 3 | 2
CCOC(=O)C1=CCN(S(=O)(=O)c2cccc(Cl)c2)C1c1cccc(C)c1 (stereo not drawn) | 7 | 1
COc1ccc(CN2C(=O)c3cccc4cccc(c34)C2c2nc3ccccc3[nH]2)cc1 (stereo not drawn) | -198 | -30
COCCNC(=O)C1(C)CCN(Cc2noc(-c3c(C)noc3C)n2)C1 (stereo not drawn) | 10 | 0
CCc1nc2ccc(C(=O)Nc3cccc(OC)c3)cn2c1N(CC)CCN(C)C | 8 | -6
COCCNC(=O)C1CCCN(Cc2ccccc2)CC1 (stereo not drawn) | 1 | 2
CCCC(=O)N1CCOCC1c1cc(C(=O)Nc2ccccc2)no1 (stereo not drawn) | 19 | 2
CC(=O)c1ccc(N2CCN(S(=O)(=O)c3ccc4c(c3)C(Cl)(Cl)C(=O)N4)CC2)cc1 | -118 | -5
OCCNc1ncnc2c1ncn2[C@H]1CN(Cc2ccc(Cl)cc2)C[C@@H](CO)O1 | 2 | -1
COc1ccc(CC(N)c2csc(Nc3cc(Oc4ccccc4)ncn3)n2)cc1 (stereo not drawn) | -10 | -8
Fc1cccc(Cc2c(-c3ccccc3)nc3c(Cl)cc(C(F)(F)F)cn23)c1 | -217 | -1
COc1ccc(OCCN2CCC(C(=O)NC(c3ccc(OC)cc3)c3ccccn3)CC2)cc1 (stereo not drawn) | 30 | 0
C=C1C(=O)[C@]23C[C@H]1CC[C@H]2[C@]1(C)[C@@H](OC(C)=O)CC[C@@](C)(C(=O)OC)[C@H]1C[C@@H]3OC(C)=O | 15 | 2
COc1ccc(-c2c(C(=O)c3ccccc3)[nH]c(N)c2C(N)=O)cc1OC | -1 | -3
COC(=O)[C@@]12C[C@@H](CC(=O)NCc3cccc(C(F)(F)F)c3)C(=O)N(CCc3ccc(OC)c(OC)c3)C1=CCC(C)(C)C2 | 9 | 1
Cn1c(=O)c2cc(NC(=O)NCc3ccc(Cl)cc3Cl)ccc2n1Cc1ccc(F)cc1 | -474 | 6
S=C(NCCCc1cnc[nH]1)NCCCN(Cc1ccc(Cl)cc1)c1ccc(Br)cn1 | 18 | -5
CC(C)(C)NC(=O)C(c1cccc2ccccc12)n1c(=O)c(-c2ccco2)nc2ccccc21 (stereo not drawn) | -451 | -50
NC(c1csc(NC(=O)Nc2ccccc2)n1)C1CCCCC1 (stereo not drawn) | 15 | 2
CCCNC(=O)c1cc(C2CCCN(C(=O)c3ccccc3)C2)on1 (stereo not drawn) | -5 | 1
Cc1cccc(CN2[C@H](COC(=O)Nc3ccccc3)C=CS2(=O)=O)c1 | 15 | -1
O=C(NC(c1ccc(F)cc1)c1ccc2ccccc2n1)C1CCN(CCOc2ccc(Cl)cc2)CC1 (stereo not drawn) | -15 | -9
COc1ccc(CNC(=O)C2(C)Cc3c(-c4ccc(C(N)=O)cc4)ccnc3O2)cc1OC (stereo not drawn) | 19 | 3
CC(=O)N1Cc2cc(C(=O)NCc3cccc(F)c3)nc(-c3cccc(C4=CCCCC4)c3)c2[C@H]1CCO | -2 | 1
O=CNc1cc(-c2ccc(C(=O)NC3CC3)cc2)cn2c(-c3ccc(F)cc3)cnc12 | -360 | -15
CNc1cncc(-c2ccc(F)c(F)c2)n1 | i | -10
CC1(C(=O)NS(=O)(=O)C2CC2)CCCN(C(=O)c2cc3ccccc3s2)C1 (stereo not drawn) | 18 | 2
CC(=O)NCCNC(=O)C1Cc2c(-c3cccc(NC(C)=O)c3)ccnc2O1 (stereo not drawn) | 21 | 0
NC(COCc1ccccc1)c1csc(NC(=O)Nc2cccc(C(F)(F)F)c2)n1 (stereo not drawn) | 14 | 1
CC(C)(C)N1C(=O)c2ccccc2NC(=O)C1C(=O)NCCc1ccccc1 (stereo not drawn) | 1 | -1
COc1cccc(-c2cc3nc(NCCN4CCCC4)n(C)c(=O)c3s2)c1 | -136 | -1
CC1(C(=O)NS(=O)(=O)c2cccc(Cl)c2)CCN1C(=O)Cc1ccc(Cl)cc1Cl (stereo not drawn) | 19 | 2
c1ccc(OCCNc2nc(NCC3CC3)nc3cc(-c4ccccc4)sc23)cc1 | -349 | -2

An excerpt from above in order of SMILES length, low to high:
SMILES | SENP8 inh | SENP1 FRET inh
CNc1cncc(-c2ccc(F)c(F)c2)n1 | i | -10
NC(c1csc(NC(=O)Nc2ccccc2)n1)C1CCCCC1 (stereo not drawn) | 15 | 2
CCCNC(=O)c1cc(C2CCCN(C(=O)c3ccccc3)C2)on1 (stereo not drawn) | -5 | 1
COc1cccc(-c2cc3nc(NCCN4CCCC4)n(C)c(=O)c3s2)c1 | -136 | -1
COc1ccc(CC(N)c2csc(Nc3cc(Oc4ccccc4)ncn3)n2)cc1 (stereo not drawn) | -10 | -8
c1ccc(OCCNc2nc(NCC3CC3)nc3cc(-c4ccccc4)sc23)cc1 | -349 | -2
CC(=O)NCCNC(=O)C1Cc2c(-c3cccc(NC(C)=O)c3)ccnc2O1 (stereo not drawn) | 21 | 0
NC(COCc1ccccc1)c1csc(NC(=O)Nc2cccc(C(F)(F)F)c2)n1 (stereo not drawn) | 14 | 1
Fc1cccc(Cc2c(-c3ccccc3)nc3c(Cl)cc(C(F)(F)F)cn23)c1 | -217 | -1
CC1(C(=O)NS(=O)(=O)C2CC2)CCCN(C(=O)c2cc3ccccc3s2)C1 (stereo not drawn) | 18 | 2
Cn1c(=O)c2cc(NC(=O)NCc3ccc(Cl)cc3Cl)ccc2n1Cc1ccc(F)cc1 | -474 | 6
O=CNc1cc(-c2ccc(C(=O)NC3CC3)cc2)cn2c(-c3ccc(F)cc3)cnc12 | -360 | -15
COc1ccc(CNC(=O)C2(C)Cc3c(-c4ccc(C(N)=O)cc4)ccnc3O2)cc1OC (stereo not drawn) | 19 | 3
CC(C)(C)NC(=O)C(c1cccc2ccccc12)n1c(=O)c(-c2ccco2)nc2ccccc21 (stereo not drawn) | -451 | -50
CC(=O)N1Cc2cc(C(=O)NCc3cccc(F)c3)nc(-c3cccc(C4=CCCCC4)c3)c2[C@H]1CCO | -2 | 1
COC(=O)[C@@]12C[C@@H](CC(=O)NCc3cccc(C(F)(F)F)c3)C(=O)N(CCc3ccc(OC)c(OC)c3)C1=CCC(C)(C)C2 | 9 | 1
C=C1C(=O)[C@]23C[C@H]1CC[C@H]2[C@]1(C)[C@@H](OC(C)=O)CC[C@@](C)(C(=O)OC)[C@H]1C[C@@H]3OC(C)=O | 15 | 2

More results.
SMILES | SENP8 inh | SENP1 FRET inh
Cc1noc(C)c1NC(=O)N1C[C@H](O)COC[C@H]2O[C@@H](CC(=O)NCC3CCCCC3)CC[C@@H]21 | 5 | 4
Fc1ccc(-c2ccc3nccn3c2)cc1Cl | -124 | -5
CC(=O)Nc1cc(-c2cccc(C(=O)N(C)C)c2)cn2c(-c3ccc(F)c(Cl)c3)cnc12 | -421 | -6
CC(C)C[C@@H](CN1CCC[C@H]1CN1C(=O)C(=O)NC[C@@H]1Cc1ccccc1)N1C[C@H](Cc2ccc(O)cc2)N(CC2CCCCC2)C(=O)C1=O | 18 | 4
CC1(C(=O)NS(=O)(=O)c2ccc(Cl)cc2)CCN1C(=O)CC1CCCC1 (stereo not drawn) | 3 | 3
CCS(=O)(=O)N1Cc2cc(C(=O)N(C)C)nc(-c3cccc(-c4ccc(F)cc4)c3)c2[C@H]1CCO | 9 | 1
O=C(c1[nH]c(C(F)(F)F)nc1-c1ccccc1)N1CCN(c2ccccn2)CC1 | 5 | -4
COc1cc(C=CC(=O)c2ccccc2)cc(OC)c1OC | 4 | 1
COC(=O)C1(C)COP(=O)(Nc2ccc(OC)cc2)OC1 (stereo not drawn) | 5 | 2
CC1(C(=O)O)CCCN1C(=O)c1cccc(OC(F)(F)F)c1 (stereo not drawn) | 8 | -1
Cn1c(=O)c2cc(NC(=O)Nc3cccnc3)ccc2n1-c1ccc(C(C)(C)C)cc1 | -479 | -7
CC(C)n1c(=O)c2ccccc2n1Cc1cn(CCc2c[nH]c3ccccc23)nn1 | -340 | 0
Clc1cccc(Cc2c(-c3ccccc3)nc3c4ccccc4ccn23)c1 | -184 | -51
C[C@H](O)[C@@H]1C(=O)N2CCc3c([nH]c4ccccc34)[C@@H]2C[C@@H]1N(C)C(=O)Nc1cccc2ccccc12 | -372 | -48
CCCC(=O)N1CCC1(C)C(=O)NS(=O)(=O)c1ccc(OC)cc1 (stereo not drawn) | 9 | -1
Cc1c(C(=O)N(C)Cc2ccc(F)cc2)sc(=O)n1Cc1ccc(Cl)c(Cl)c1 | 0 | -2
Nc1ncnc2c1ncn2[C@@H]1O[C@H](C(=O)N2CCC[C@@H]2C(=O)OCc2ccccc2)[C@@H](O)[C@H]1O | 21 | 0
CCOC(=O)N1CCN(C(=O)C[C@@H]2C[C@@]3(C(=O)OC)CC(C)(C)CC=C3N(Cc3cccc4ccccc34)C2=O)CC1 | 19 | 3
CCCCCCn1cc(CN2CC(N3CCN(CCN(C)C)CC3)CS2(=O)=O)nn1 (stereo not drawn) | 11 | -3
CC(=O)NCCNC(=O)C1(C)Cc2c(-c3cccc(NC(C)=O)c3)ccnc2O1 (stereo not drawn) | -5 | 0
O=C1c2ccccc2C(c2nnnn2Cc2ccccc2)N1CCc1ccc(O)cc1 (stereo not drawn) | 7 | -1
CC(C)C[C@@H]1O[C@H](CCc2ccccc2)Cc2[nH]c(=S)[nH]c(=O)c21 | 6 | 1
CCc1nc2c(OCc3cccc(Cl)c3)cccn2c1N(C)C(=O)C(C)C | 10 | -1
Cc1cc(NC(=O)c2ccc3sc([C@@H]4O[C@H](CO)[C@H](O)[C@H](O)[C@H]4O)nc3c2)n(C)n1 | 19 | 3
Cc1ccc(NC(=O)C2(C)CCN2Cc2ccc(OC(C)C)cc2)cc1 (stereo not drawn) | 15 | 3
CCCCNC(=O)C1(C)CCCCN1Cc1ccc(-c2ccccc2)cc1 (stereo not drawn) | 10 | 2
CC(C)Nc1nc(NCCOc2ccccc2Cl)c2sc(-c3ccccc3)cc2n1 | -286 | 4
COc1ccc(C2=Nc3ccccc3N(C(=O)c3ccc4c(c3)OCO4)C2C(=O)NCc2ccccc2)cc1 (stereo not drawn) | -95 | -2
CCc1ccc(OC2(C)CCN(Cc3ccc(SC)cc3)C2)cc1 (stereo not drawn) | 20 | 2
CCCN(C)C[C@H]1OCc2cnnn2CCCC(=O)N([C@H](C)CO)C[C@@H]1C | 12 | 1
Cc1ccc(-c2nc3ccc(C)cn3c2Cc2cccc(Cl)c2)cc1 | -366 | -3
O=C(OCc1ccccc1)N1CCCCC1c1c(Cl)cccc1Br (stereo not drawn) | 19 | 1
CCc1nc2ccc(C(=O)N3CCCCC3)cn2c1N(CCC(C)C)CCN(C)C | -8 | -66
O=C1Nc2ccccc2N=C(c2ccccc2)C1N(Cc1ccc(F)cc1)C(=O)c1cccnc1 (stereo not drawn) | 2 | 0
COc1cccc(-c2cnc(C(O)c3ccc(OC)c(F)c3)[nH]2)c1 (stereo not drawn) | 2 | -1
CC1(Oc2cccc(F)c2)CCN(Cc2csc3ccccc23)C1 (stereo not drawn) | 4 | 2
CN1CCCCC1(C)C(=O)NCc1cc(Cl)ccc1F (stereo not drawn) | 10 | 2
CC1(Cc2cc(Cl)ccc2C(F)(F)F)C(=O)Nc2ccc(OC(F)(F)F)cc21 (stereo not drawn) | 9 | 0
CC(=O)Nc1ccc(-c2ccnc3c2CC(C(=O)NC(C)C)O3)cc1 (stereo not drawn) | 0 | 1
CCc1nc2c(OCC(=O)C(C)(C)C)cccn2c1N(C)C(=O)c1ccc(C)cc1 | 15 | -2

Source: PubChem BioAssay
